# Fluorescein autfl: qHTS Assay for Spectroscopic Profiling in Fluorescein Spectral Region; Compound autofluorescence, 480/540 nm, fluorescein-equivalent; hits give high values; max fluorescein-equivalent concentration, M; actives 0.91% (n = 59,000); AID 593, 2007; in the data active = max fluorescein-equivalent concentration above about 10 nM; inconclusive = between about 1.1 nM and that limit
#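 In this qHTS profile, compound fluorescence was measured with a 480 nm/540 nm filter pair following a 15-min room-temperature incubation in 100 mM Tris (pH 8.0). A six-point fluorescein series on each plate served for normalization.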
# TexasRed autofl: qHTS Assay for Spectroscopic Profiling in Texas Red Spectral Region | Compound fluorescence, Texas Red channel, 547/618 nm; hits give high values | max dye-equivalent concentration, M | actives 0.06% (n = 59,000) | AID 587, 2007; in the data active = max dye-equivalent concentration above about 10 nM; inconclusive = between about 1.1 nM and that limit
#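 Compound fluorescence was read after 15 min at room temperature in 100 mM Tris, pH 8.0, using 547 nm excitation and 618 nm emission across a concentration series. It was expressed as Texas Red dye-equivalent concentration from an on-plate standard curve.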
# Rhodamine fluor: qHTS Assay for Spectroscopic Profiling in Rhodamine Spectral Region; actives 0.05% (n = 59,000); max dye-equivalent concentration, M; Rhodamine-region fluorescence, 547/598 nm, Tris buffer; hits give high values; in the data active = max dye-equivalent concentration above about 11 nM; inconclusive = between about 1.1 nM and that limit
#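 Intensities are converted to rhodamine-equivalent concentration using a six-point rhodamine standard on each plate. Compounds sit 15 min at room temperature in 100 mM Tris buffer, pH 8.0; read uses the 547/598 nm excitation/emission pair.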
# Luciferase inh: qHTS Assay for Inhibitors of Firefly Luciferase; purified firefly luciferase, luminescence, 8 min; Potency, µM (top dose mostly 57.1 µM), for inactives: at the top dose activity change, negative = inhibition, usual class: inhibitors; actives 2.2% (n = 72,000); AID 411, 2009; note: potency is the fitted concentration of half-maximal effect; % is set by controls: 0 for no effect and ±100 for the full control effect; nearly all actives have a fitted effect of over 40% in size
# Target sequence (P08659 whole entry, looked up): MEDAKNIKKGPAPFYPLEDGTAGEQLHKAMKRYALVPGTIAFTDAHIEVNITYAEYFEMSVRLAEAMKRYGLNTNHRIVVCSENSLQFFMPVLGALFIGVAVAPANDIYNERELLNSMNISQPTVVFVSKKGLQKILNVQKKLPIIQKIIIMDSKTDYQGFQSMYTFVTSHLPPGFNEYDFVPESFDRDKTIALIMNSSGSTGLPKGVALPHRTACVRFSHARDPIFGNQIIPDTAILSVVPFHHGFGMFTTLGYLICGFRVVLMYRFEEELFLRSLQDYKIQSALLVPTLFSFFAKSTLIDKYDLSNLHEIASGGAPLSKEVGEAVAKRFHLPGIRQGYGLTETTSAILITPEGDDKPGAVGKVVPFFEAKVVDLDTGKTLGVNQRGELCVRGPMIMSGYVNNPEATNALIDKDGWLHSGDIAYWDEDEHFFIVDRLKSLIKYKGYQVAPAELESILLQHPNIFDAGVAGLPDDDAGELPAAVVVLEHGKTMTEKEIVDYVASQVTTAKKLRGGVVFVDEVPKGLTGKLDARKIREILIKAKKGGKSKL
#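 Substrate buffer containing 10 uM ATP (pH 7.2 imidazole, Mg2+, KCl, detergent, BSA) is dispensed, compound pinned in, then luciferase/luciferin detector mix added. After 8 min at ambient temperature, light output is measured.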
# HADH2 inhib: qHTS Assay for Inhibitors of HADH2 (Hydroxyacyl-Coenzyme A Dehydrogenase, Type II); 3-hydroxyacyl-CoA dehydrogenase type-2 (Homo sapiens), Q99714; recombinant HADH2, NADH fluorescence, beta-hydroxybutyryl-CoA; Potency, µM (titrated, usually from 57.1 µM), for the others: top-dose activity change, negative = inhibition, actives largely listed as inhibitors; actives 3.4% (n = 73,000); note: potency is the fitted concentration of half-maximal effect; % is set by controls: 0 for no effect and ±100 for the full control effect; nearly all actives have a fitted effect of over 60% in size; many of its hits are not listed in these tables
# Target sequence (Q99714 whole entry, looked up, one chain of several): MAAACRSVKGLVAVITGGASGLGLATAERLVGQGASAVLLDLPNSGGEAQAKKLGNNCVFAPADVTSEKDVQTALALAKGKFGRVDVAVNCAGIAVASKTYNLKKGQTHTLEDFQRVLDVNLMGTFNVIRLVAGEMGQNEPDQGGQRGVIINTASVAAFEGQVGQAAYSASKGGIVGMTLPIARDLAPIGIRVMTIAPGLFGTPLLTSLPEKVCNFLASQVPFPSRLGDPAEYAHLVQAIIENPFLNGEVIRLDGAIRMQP
#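 Read-out: 360 nm excitation, 450 nm emission, kinetic over 4 min. Conditions: His-tagged human HADH2 20 nM, pH 9.0 Tris with Tween-20, 1 mM NAD+, 90 uM beta-hydroxybutyryl-CoA.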
# HEK293 cAMP ctrl: qHTS Assay for Agonists of the Thyroid Stimulating Hormone Receptor: Activators of Intracellular cAMP Concentrations in Parental HEK 293 | parental HEK293 CNG cAMP sensor, membrane potential fluorescence | Potency, µM (titrated, usually from 57.1 µM), inactives show at the highest dose activation, usual class: activators | actives 2.5% (n = 73,000) | AID 938, 2007; note: potency is the fitted concentration of half-maximal effect; % of control where 0% means no effect; nearly all actives have a fitted effect of over 55% in size
#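 Counterscreen for endogenous-receptor signalling: CNG-channel HEK 293 cells report cAMP rise by membrane depolarization. After 60 min dye equilibration with 100 uM RO 20-1724, compounds incubated 30 min before bottom-read fluorescence at 590 nm.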
# Tau filament bind: qHTS Assay for Tau Filament Binding | Potency, µM (top dose mostly 57.1 µM), for the others: at the top dose activity change, negative = inhibition | Microtubule-associated protein tau (Homo sapiens), P10636 | actives 2% (n = 71,000) | recombinant tau filaments, thioflavin S fluorescence, 15 h; filaments grown with octadecylsulfate alongside compound;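 note: potency is the fitted concentration of half-maximal effect; % is set by controls: 0 for no effect and ±100 for the full control effect; actives lower thioflavin S fluorescence by blocking filaments or displacing dye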
#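 His-tagged recombinant human tau (exons 2, 3, 10; 1 uM final) fibrillized with 30 uM sodium octadecylsulfate, 15 h at 37 C, in pH 7.4 HEPES buffer with 10 uM thioflavine S and 5 mM DTT. Reduced ThS fluorescence (450/510 nm) marks activity.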
# An asterisk follows results filed as active; i = inactive; ? = inconclusive; . = not tested or not shown; [ ] = another dose, or the depositor's remark. Unless noted, calls come from the whole dose curve; as a rule, active = well fitted curve in the direction sought with a large enough effect; inconclusive = small, poorly fitted or top-dose-only effect, or another doubt; inactive = no such curve, though single readings can be large; an effect the other way counts as inactive or inconclusive. The list is partial; count on the stated rates, not on these rows.
SMILES,Fluorescein autfl,TexasRed autofl,Rhodamine fluor,Luciferase inh,HADH2 inhib,HEK293 cAMP ctrl,Tau filament bind
COC(=O)c1sccc1NC(=O)c1c(C)cc(=O)oc1C,?,i,i,-2%[25.5 µM],.,.,.
CC1(C)Cc2c(sc3[nH]c(=S)n(Cc4ccco4)c(=O)c23)CO1,i,i,i,0%[25.5 µM],.,.,.
COc1ccc(NC(=O)c2c(C)cc(=O)oc2C)c(OC)c1,i,i,i,1%[25.5 µM],.,.,.
O=C(c1cccs1)N1CCC(N2CCN(c3ccccc3)CC2)CC1,i,i,i,1%[25.5 µM],.,.,.
Cc1cc(NC(CC(C)C)C(=O)O)nc(Cc2ccccc2)n1 (stereo not drawn),i,i,i,1%[25.5 µM],.,.,.
N#C/C(C(=O)N1CCCCC1)=C1\Nc2ccccc2S1,i,?,i,-24%[25.5 µM],.,.,.
O=C(O)c1ccccc1S,i,i,i,0%[25.5 µM],.,.,.
C=CCc1c(C)nc(SCCC)[nH]c1=O,i,i,i,3%[25.5 µM],.,.,.
CCCCC1CC1C(=O)Nc1ccc(OC)c(OC)c1 (stereo not drawn),?,i,i,-3%[25.5 µM],.,.,.
c1ccc(-c2nnc3n2N=C(c2ccc4c(c2)OCO4)CS3)nc1,?,i,i,-2%[25.5 µM],.,.,.
CCCOc1cccc(CN2CCCCC2c2cccnc2)c1 (stereo not drawn),i,i,i,1%[25.5 µM],.,.,.
Cc1ccc2[nH]c3c(N4CCN(Cc5ccccc5)CC4)ncnc3c2c1,?,i,i,-7%[25.5 µM],.,.,.
O=C1C=C(O)CC(c2cccs2)C1 (stereo not drawn),i,i,i,2%[25.5 µM],.,.,.
COc1cccc(Cn2c(OCC3CCCO3)nc3c2c(=O)n(C)c(=O)n3C)c1 (stereo not drawn),i,i,i,-3%[25.5 µM],.,.,.
COc1ccccc1N(O)C1CC(=O)N(c2ccc(F)cc2)C1=O (stereo not drawn),?,i,i,-4%[25.5 µM],.,.,.
Cc1cc(=O)[nH]c(COc2ccccc2)n1,i,i,i,-1%[25.5 µM],.,.,.
CC1(C)O[C@@H]2C[C@H]3[C@@H]4CCC5=CC(=O)C=C[C@]5(C)[C@@]4(F)[C@@H](O)C[C@]3(C)[C@]2(C(=O)CO)O1,?,i,i,1%[25.5 µM],.,.,.
O=C(O)CC(NCc1ccco1)C(=O)OCCc1ccccc1 (stereo not drawn),?,i,i,0%[25.5 µM],.,.,.
COc1ccccc1C(=O)Nc1cc(Cl)ccc1O,i,?,i,-1%[25.5 µM],.,.,.
N#CC12CCCCC1CC1CCCCC1(C#N)N2Cc1cccnc1 (stereo not drawn),i,i,i,2%[25.5 µM],.,.,.
COc1cccc(-c2nc(NCC3CCCO3)c3ccccc3n2)c1O (stereo not drawn),i,i,i,1%[25.5 µM],.,.,.
COc1ccc(N/C=C(\C#N)c2nc3ccccc3n2C)c(OC)c1,?,i,i,4µM*,.,.,.
O=C(CCN1CCCCC1)Nc1cccc(Cl)c1,i,i,i,-1%[25.5 µM],.,.,.
O=C1C2ON(c3ccccc3)C(c3ccncc3)C2C(=O)N1c1ccc(Br)cc1 (stereo not drawn),?,i,i,-1%[25.5 µM],.,.,.
Cc1cc(/C=N/n2cnnc2)c(C)n1-c1ccc2c(c1)OCO2,i,i,i,-1%[25.5 µM],.,.,.

# Record cards, as listed above. Screens in order: Fluorescein autfl	TexasRed autofl	Rhodamine fluor	Luciferase inh	HADH2 inhib	HEK293 cAMP ctrl	Tau filament bind
# CC1(C)Cc2c(sc3[nH]c(=S)n(Cc4ccco4)c(=O)c23)CO1 is listed as i	i	i	0%[25.5 µM]	.	.	.
# O=C(O)CC(NCc1ccco1)C(=O)OCCc1ccccc1 (stereo not drawn) is listed as ?	i	i	0%[25.5 µM]	.	.	.
# N#CC12CCCCC1CC1CCCCC1(C#N)N2Cc1cccnc1 (stereo not drawn) is listed as i	i	i	2%[25.5 µM]	.	.	.
# O=C(O)c1ccccc1S is listed as i	i	i	0%[25.5 µM]	.	.	.
# COc1ccccc1C(=O)Nc1cc(Cl)ccc1O is listed as i	?	i	-1%[25.5 µM]	.	.	.

# The main list resumes with the three entries that preceded the break.
SMILES,Fluorescein autfl,TexasRed autofl,Rhodamine fluor,Luciferase inh,HADH2 inhib,HEK293 cAMP ctrl,Tau filament bind
O=C(CCN1CCCCC1)Nc1cccc(Cl)c1,i,i,i,-1%[25.5 µM],.,.,.
O=C1C2ON(c3ccccc3)C(c3ccncc3)C2C(=O)N1c1ccc(Br)cc1 (stereo not drawn),?,i,i,-1%[25.5 µM],.,.,.
Cc1cc(/C=N/n2cnnc2)c(C)n1-c1ccc2c(c1)OCO2,i,i,i,-1%[25.5 µM],.,.,.
COc1ccc(OCC(O)Cn2c(Nc3cccc(C)c3)nc3c2c(=O)n(C)c(=O)n3C)cc1 (stereo not drawn),i,i,i,2%[25.5 µM],.,.,.
COc1ccc(/C(O)=C2\C(=O)C(=O)N(c3cc(C)on3)C2c2ccccc2OC)cc1C (stereo not drawn),?,i,i,-1%[25.5 µM],.,.,.
O=C(NCC(F)(F)F)N1CCOCC1,i,i,i,3%[25.5 µM],.,.,.
O=C(Cc1ccccc1)Nc1cccc(-c2nnc(-c3ccco3)o2)c1,i,i,i,0%[25.5 µM],.,.,.
Cc1nc(NCCN)c(C#N)c2c1COC(C)(C)C2,i,i,i,2%[25.5 µM],.,.,.
CCCCOc1cccc(-c2nnc(N)s2)c1,i,i,i,-1%[25.5 µM],.,.,.
CSc1nc2[nH]c3c(c2c2nncn12)CC(C)(C)OC3,i,i,i,-2%[25.5 µM],.,.,.
O=C1C=C(N2CCN(C3=CC(=O)CCC3)CC2)CCC1,i,i,i,1%[25.5 µM],.,.,.
CN(CCCCCC(=O)/C=N/O)Cc1ccccc1,i,i,i,3%[25.5 µM],.,.,.
COc1ccc(-c2nn3c(C4CCCCC4)nnc3s2)cc1OC,i,i,i,-1%[25.5 µM],.,.,.
C[C@@H]1C[C@H]2[C@@H]3CCC4=CC(=O)C=C[C@]4(C)[C@@]3(F)[C@@H](O)C[C@]2(C)[C@@]1(O)C(=O)COP(=O)(O)O,i,i,i,0%[25.5 µM],.,.,.
O/N=C1\CCc2cc(Cl)ccc21,i,i,i,-1%[25.5 µM],.,.,.
Cc1cccc(N(Cc2cc3ccccc3[nH]c2=O)C(=O)c2ccco2)c1C,?,i,i,1%[25.5 µM],.,.,.
CCN(CC)CCN1C(=O)C(=O)/C(=C(/O)c2ccc(F)cc2)C1c1ccncc1 (stereo not drawn),?,i,i,1%[25.5 µM],.,.,.
CC(C)C[C@@H](CC(=O)N[C@@H](CCC(=O)O)CC(=O)O)NC(=O)[C@@H]1CNCC[C@H]1NC(=O)C[C@H](CCCN)NC(=O)C[C@H](Cc1c[nH]c2ccccc12)NC(=O)[C@@H]1CNCC[C@H]1N,.,.,.,.,-10%,?,?
NCCC[C@@H](CC(=O)N[C@@H]1CCCC[C@H]1C(=O)N[C@H](CC(=O)N[C@@H](CCC(=O)O)CC(=O)O)Cc1c[nH]c2ccccc12)NC(=O)C[C@H](Cc1ccccc1)NC(=O)[C@@H]1CNCC[C@H]1N,.,.,.,.,20%,3%,-5%
NCCC[C@@H](CC(=O)N[C@@H]1CCCC[C@H]1C(=O)N[C@H](CC(=O)N[C@@H](CCC(=O)O)CC(=O)O)Cc1ccccc1)NC(=O)C[C@H](Cc1c[nH]c2ccccc12)NC(=O)[C@@H]1CCCC[C@H]1N,.,.,.,.,-10%,13%,-14%
CC(C)C[C@@H](CC(=O)N[C@@H](CCC(=O)O)CC(=O)O)NC(=O)[C@@H]1CNCC[C@H]1NC(=O)C[C@H](CCCN)NC(=O)C[C@H](Cc1ccccc1)NC(=O)[C@@H]1CCCC[C@H]1N,.,.,.,.,11%,-3%,-4%
CC(C)[C@@H](CC(=O)N[C@@H]1CCCC[C@H]1C(=O)N[C@H](CC(=O)N[C@@H](CCC(=O)O)CC(=O)O)Cc1ccccc1)NC(=O)C[C@H](Cc1ccccc1)NC(=O)[C@@H]1CCCC[C@H]1N,.,.,.,.,-22%,-1%,6%

# Assay outcomes (PubChem)
